# Screens deposited in PubChem by several laboratories.
# NF-kB neuron act: activators of NF-kB expression in neurons, primary screen, cell-based, HTS. human neuronal cells, NF-kB reporter expression; active compounds read high. fold change at 12.5 µM. 1.6% of 190,000 active. AID 1239, 2008; in the data active means fold change above about 3.3
# bIAP act: bovine intestinal alkaline phosphatase activators, primary screen, biochemical, bovine IAP, CDP-star luminescence; purified bovine IAP, 30 min; active compounds read high; fold of DMSO-control signal, blank-subtracted; 0.17% of 200,000 active; activation factor at 20 µM;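 active means activation factor of 2 or more at 20 µM, a signal rise over negative controls twice the positive control's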
# TNAP act hi DEA: TNAP activators at high phosphate acceptor level, primary screen, biochemical, luminescence, uHTS; Alkaline phosphatase, tissue-nonspecific isozyme (Homo sapiens), P05186; purified TNAP, CDP-star luminescence, 1 M DEA, 30 min; active compounds read high; 0 = EDTA background, 1 = DMSO-only activity; activation factor at 20 µM; 200,000 tested, under 10 active; AID 1136, 2008;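 active means activation factor at least 2 at 20 µM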
# Target sequence (P05186 whole entry, looked up): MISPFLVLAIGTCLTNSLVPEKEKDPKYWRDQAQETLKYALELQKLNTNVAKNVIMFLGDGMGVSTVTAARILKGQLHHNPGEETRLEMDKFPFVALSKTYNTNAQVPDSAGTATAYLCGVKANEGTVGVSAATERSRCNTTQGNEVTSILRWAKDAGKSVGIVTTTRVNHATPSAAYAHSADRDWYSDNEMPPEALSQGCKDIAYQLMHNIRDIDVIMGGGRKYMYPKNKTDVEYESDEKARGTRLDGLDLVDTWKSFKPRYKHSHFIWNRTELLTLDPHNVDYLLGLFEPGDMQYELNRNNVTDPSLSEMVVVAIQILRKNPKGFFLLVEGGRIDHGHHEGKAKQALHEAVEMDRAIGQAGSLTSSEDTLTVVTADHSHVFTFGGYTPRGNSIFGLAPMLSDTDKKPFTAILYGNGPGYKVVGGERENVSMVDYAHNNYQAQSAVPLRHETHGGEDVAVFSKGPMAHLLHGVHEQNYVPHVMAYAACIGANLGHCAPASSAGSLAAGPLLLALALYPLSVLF
#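 Measured by: Luminescent substrate turnover signal | Test system: Human TNAP | Input: TNAP 1/800 final | Dosing: 20 µM single point | Schedule: 30 min, room temperature | Controls: EDTA wells as negative control, DMSO wells as positive control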
# TNAP inh hiacc: human TNAP enzyme inhibitors, primary screen, biochemical, luminescent, high phosphate acceptor level, uHTS | 0.03% of 200,000 active | inhibition, % at 20 µM | purified TNAP, CDP-star luminescence, 1 M DEA | AID 1135, 2008;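 active means over 50% inhibition of tissue-nonspecific alkaline phosphatase at 20 µM in the single-dose screen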;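 further: plate controls were DMSO wells for no effect and EDTA-quenched wells as full inhibition for full effect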
# FLuc inhib CS: firefly luciferase enzyme inhibitors, primary screen, artefact control for luciferase-based inhibitor screens, biochemical, luminescence, ATPLite | Luciferin 4-monooxygenase (Photinus pyralis), P08659 | 10 min | inhibition, % at 10 µM | 1.5% of 200,000 active;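 active means inhibition above about 50% when tested at 10 µM, limit read from the data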
# PMI act: activators of human PMI, primary screen, biochemical, fluorescence intensity, near-Km mannose 6-phosphate. Mannose-6-phosphate isomerase (Homo sapiens), P34949. purified human PMI, coupled resazurin fluorescence, 20 min; active compounds read high; 1 = vehicle control, 0 substrate-free wells. activation factor at 20 µM. 0.005% of 190,000 active. AID 1214, 2008;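 active means activation factor of 2 or more at 20 µM, relative to plate controls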
# Target sequence (P34949 whole entry, looked up): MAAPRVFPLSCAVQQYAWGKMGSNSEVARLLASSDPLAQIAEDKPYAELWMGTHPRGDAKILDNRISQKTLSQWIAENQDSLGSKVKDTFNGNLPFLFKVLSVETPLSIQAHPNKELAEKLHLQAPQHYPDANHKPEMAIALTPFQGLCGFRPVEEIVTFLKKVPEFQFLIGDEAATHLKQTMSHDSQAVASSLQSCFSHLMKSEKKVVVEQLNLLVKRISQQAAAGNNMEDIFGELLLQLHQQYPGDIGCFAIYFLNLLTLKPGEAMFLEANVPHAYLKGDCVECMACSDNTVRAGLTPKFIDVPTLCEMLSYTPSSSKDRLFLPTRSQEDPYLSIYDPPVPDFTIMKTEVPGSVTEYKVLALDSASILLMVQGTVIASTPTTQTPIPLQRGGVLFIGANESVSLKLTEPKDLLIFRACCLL
# TNAP inh noacc: human TNAP enzyme inhibitors, primary screen, biochemical, luminescent, no phosphate acceptor, uHTS. purified TNAP, CDP-star luminescence, 30 min. inhibition, % at 20 µM. 0.26% of 200,000 active. AID 1012, 2008;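 active means tissue-nonspecific alkaline phosphatase inhibition above about 50% at 20 µM in the single-dose screen, limit read from the data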;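 further: 0% = DMSO negative control and 100% = EDTA positive control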
# FLuc act counter: FLuc activators, initial screening, artefact control for FLuc-dependent activation tests, biochemical, ATPlite luminescence; 200,000 tested, under 10 active; Luciferin 4-monooxygenase (Photinus pyralis), P08659; activation factor at 10 µM; ATPlite luciferase biochemical, 10 min; 0 = ATP-free wells, 1 = DMSO control;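 active means luciferase activation factor, scaled between plate controls, of at least 2 with compound at 10 µM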
#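 Assay system: Luciferase/luciferin detection reagent, cell-free biochemical luciferase assay / Also added: ATP substrate / Schedule: 10 min at ambient temperature / Measured by: luminescence measurement of luciferase light output / Benchmarks: low control with PBS replacing ATP, high control enzyme plus ATP without compound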
# APP 5'UTR act: activators of APP 5'UTR luciferase reporter, primary screen, SH-SY5Y cells. SH-SY5Y APP 5'UTR luciferase reporter, luminescence; zero percent = DMSO vehicle wells. activation, % at 2 µM. 1% of 190,000 active;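 active means activation above a set limit, based on mean plus 3 SD of controls, cut at about 140% in these data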; further: values of inactives mirror those of a sister screen read the other way
# PMI act hi M6P: human PMI activators, high substrate, primary screen, biochemical, fluorescence intensity, near-saturating mannose 6-phosphate. Mannose-6-phosphate isomerase (Homo sapiens), P34949. coupled PMI enzyme assay, resazurin fluorescence, 20 min; active compounds read high; 1 = untreated enzyme, 0 = substrate-free blank. AID 1216, 2008. activation factor at 20 µM. 0.34% of 190,000 active;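 active means activation factor of 2 or more at 20 µM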
#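 Test system: human PMI in coupled enzyme assay; Input: PMI at 15 ng/mL final; Medium: HEPES buffer, pH 7.4; Schedule: 20 min incubation at room temperature; Technique: resorufin fluorescence at Ex 544/Em 590 nm; Compound: 20 µM single dose; Probe or stimulus: Near-saturating mannose-6-phosphate, 1.0 mM.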
# * hit, by the source's call; nt = no result given.
1	O=C(CCNS(=O)(=O)c1cccc2nsnc12)NC1CCN(Cc2ccccc2)CC1
2	CCc1ccc(NC(=O)CC2C(=O)N(c3ccc(C)cc3)C(=O)N2CCc2ccncc2)cc1 (configuration not stated)
3	O=C(CSc1nnnn1CCCO)Nc1ccc2c(c1)OCO2
4	CN(C)S(=O)(=O)c1ccc2c(c1)c(=O)c(C(=O)N1CCOCC1)cn2C
5	CCOC(=O)c1cn(CC)c2cc(N3CCSCC3)c(F)cc2c1=O
6	Cc1ccc(Oc2nc3c(c(=O)n(C)c(=O)n3C)n2C)cc1C
7	CC(=O)Nc1sc2c(c1C(c1ccncc1)N1CCOCC1)CCCC2 (configuration not stated)
8	COc1ccc(C(CC(=O)O)NC(C)=O)cc1OC (configuration not stated)

screen / no.,1,2,3,4,5,6,7,8
NF-kB neuron act,0.75,0.92,1.1,1.3,1,1,0.96,1.1
bIAP act,1,1.2,0.9,1,1.1,1.1,1,0.9
TNAP act hi DEA,1,1,1,1,1,1,1,1
TNAP inh hiacc,-4,-1,-3,1,-3,-1,4,3
FLuc inhib CS,-9,-4,-1,0,-3,-5,2,0
PMI act,0.8,0.9,1.1,0.9,0.9,1,1.1,1
TNAP inh noacc,-8,-2,-11,-6,-9,-5,-7,-5
FLuc act counter,1.1,1,1,1,1,1,1,1
APP 5'UTR act,25,-8,-2,-6,5,10,13,-9
PMI act hi M6P,0.9,0.9,1.1,0.8,0.9,1,1.1,1

9	CCOC(=O)CSC1=Nc2ccccc2C2=NC(CC(=O)NCc3ccccc3)C(=O)N12 (configuration not stated)
10	CCOC(=O)c1cccc(NC(=O)c2cc3sccc3n2C)c1
11	Cc1ccc2cccc(Oc3nnnn3-c3ccccc3)c2n1
12	O=C(O)c1ccc2c(c1)N(Cc1ccc(F)cc1)C(=O)c1ccccc1S2
13	O=C(COc1cccc(NC(=O)c2ccco2)c1)c1ccccc1
14	CC(=O)c1ccc(OC(=O)c2ccc(-n3nc(C)cc3C)cc2)cc1
15	CN1CCN(CCNC(=O)Nc2ccccc2C(F)(F)F)CC1
16	Cn1c(N)c(C(=O)COC(=O)/C=C/c2ccc(OC(F)F)cc2)c(=O)n(C)c1=O

screen / no.,9,10,11,12,13,14,15,16
NF-kB neuron act,1.6,1.4,1,1.3,1.1,0.88,0.93,1.2
bIAP act,0.9,1.1,0.8,1.2,0.8,1.2,0.8,1
TNAP act hi DEA,1,1.1,1,1,1,1,1.1,1
TNAP inh hiacc,2,-5,0,3,-4,0,-7,1
FLuc inhib CS,-2,2,-6,-3,3,-4,-9,-6
PMI act,1,0.9,0.9,0.9,1,1,1,1
TNAP inh noacc,-2,1,-9,3,2,-2,-9,-3
FLuc act counter,1,1,1.1,1,1,1,1.1,1.1
APP 5'UTR act,-2,106,8,-3,24,1,19,26
PMI act hi M6P,1,0.9,1,0.9,1,0.9,0.9,1

17	Cn1c(=O)n(C)c(=O)n(CC(=O)N2CCCCC2)c1=O
18	CCN1CCCC1CN(Cc1cc2ccc(C)cc2[nH]c1=O)C(=S)Nc1ccc(F)cc1 (configuration not stated)
19	CCC(=O)c1ccc(OCC(=O)NC2(C#N)CCCCC2)cc1
20	CCOC(=O)/C=C/S(=O)(=O)c1ccc(NC(C)=O)cc1
21	CC[n+]1ccc(/C=C2\Sc3ccccc3N2CCCS(=O)(=O)[O-])c2ccccc21
22	CSC1=NCCN1C(=O)Cc1ccc(F)cc1
23	CSCCCNC(=S)N(C)CC(=O)Nc1ccc(C)cc1
24	CCN(CC)CCNc1ncnc2c1sc1nc(N3CCOCC3)c3c(c12)CC(C)(C)SC3

screen / no.,17,18,19,20,21,22,23,24
NF-kB neuron act,1.2,1.1,2.4,1.2,1.1,1.1,1.1,0.85
bIAP act,1,1,0.7,0.9,1,1,1,1
TNAP act hi DEA,1,1,1,1.1,1,1,1,1.1
TNAP inh hiacc,-2,-3,-4,-11,3,-4,-2,-6
FLuc inhib CS,-3,-7,-5,-6,-7,-2,-1,-8
PMI act,1,nt,1.1,1,0.9,1,1.1,0.9
TNAP inh noacc,-11,-6,-15,-14,2,-17,-7,1
FLuc act counter,1,1.1,1.1,1.1,1.1,1,1,1.1
APP 5'UTR act,0,-5,-4,-73,11,4,19,8
PMI act hi M6P,1,nt,1,1,0.9,1,1,0.9

25	CCOc1ccc(-n2cc(C(=O)N3CCCCCC3)c3cc(OC)c(OC)cc3c2=O)cc1
26	CCCCNC(=O)c1ccccc1Cl
27	CC1=NOC(=O)/C1=C/c1ccc(N(C)C)cc1
28	CN1CCN(NC(=O)c2cccc3ccccc23)CC1
29	Cc1ccc(N/N=C2\COC(C)(C)CC2=O)cc1
30	COc1ccc(N2C(=O)C(=O)/C(=C(/O)c3ccc(C)cc3)C2c2cccnc2)cc1 (configuration not stated)
31	Cc1cc(N/N=C/c2c[nH]c3ccccc23)c2ccccc2n1
32	OCCC1CN(Cc2ccc3ncccc3c2)CCN1Cc1ccccc1 (configuration not stated)

screen / no.,25,26,27,28,29,30,31,32
NF-kB neuron act,0.61,0.98,1,0.97,1.3,1.1,1.1,0.77
bIAP act,1.1,0.9,0.8,1.1,1,1.1,0.9,1
TNAP act hi DEA,1,1,1,1,1,1,1,1
TNAP inh hiacc,0,-4,0,1,-1,-1,-4,-3
FLuc inhib CS,-4,-2,15,-2,26,2,-3,-1
PMI act,1,1.1,1,0.9,1.6,1,1,0.8
TNAP inh noacc,3,-3,26,-4,3,-9,-5,-7
FLuc act counter,1,1,0.8,1,0.7,1,1,1
APP 5'UTR act,-8,-11,-5,0,113,17,-3,-10
PMI act hi M6P,0.9,1.1,1,0.9,1.9,1,1,0.9

33	CC(C)OC(=O)c1c2c(n3ccccc13)C(=O)c1ccccc1C2=O
34	O=C(/C=C\Nc1ccc2c(c1)OCO2)c1cccs1
35	O=C(CSc1nc2ccccc2c(=O)n1-c1ccccc1)NCc1ccc2c(c1)OCO2
36	COc1ccccc1N(CC(=O)Nc1cccnc1)S(C)(=O)=O
37	Cc1ccccc1CS(=O)(=O)CCC(=O)O
38	O=C(CCSc1ccccc1)N1CCN(C(=O)c2ccco2)CC1
39	NS(=O)(=O)c1ccc(NC(=O)COC(=O)CCc2c[nH]c3ccccc23)cc1
40	O=[N+]([O-])c1cccc2cn[nH]c12

screen / no.,33,34,35,36,37,38,39,40
NF-kB neuron act,0.59,6.3*,1.2,1.1,1,1.9,1.3,1.8
bIAP act,0.7,0.8,0.9,0.9,0.9,1.1,0.9,0.9
TNAP act hi DEA,0.9,0.9,1.1,1.1,1,1,1,1
TNAP inh hiacc,12,8,-10,-6,-3,-1,-4,-1
FLuc inhib CS,-6,96*,-2,-9,-6,-2,-4,-2
PMI act,0.8,0.9,1.2,0.8,1.2,0.9,1,0.8
TNAP inh noacc,0,4,1,-10,-13,-6,-9,36
FLuc act counter,1.1,0,1,1.1,1.1,1,1,1
APP 5'UTR act,-5,178*,16,-18,12,17,-12,-21
PMI act hi M6P,0.6,0.9,1.2,0.9,1.2,0.9,0.9,0.8

# Laid out differently: results already given
# Every second line gives: NF-kB neuron act | bIAP act | TNAP act hi DEA | TNAP inh hiacc | FLuc inhib CS | PMI act | TNAP inh noacc | FLuc act counter | APP 5'UTR act | PMI act hi M6P
12: O=C(O)c1ccc2c(c1)N(Cc1ccc(F)cc1)C(=O)c1ccccc1S2
  1.3 | 1.2 | 1 | 3 | -3 | 0.9 | 3 | 1 | -3 | 0.9
13: O=C(COc1cccc(NC(=O)c2ccco2)c1)c1ccccc1
  1.1 | 0.8 | 1 | -4 | 3 | 1 | 2 | 1 | 24 | 1
14: CC(=O)c1ccc(OC(=O)c2ccc(-n3nc(C)cc3C)cc2)cc1
  0.88 | 1.2 | 1 | 0 | -4 | 1 | -2 | 1 | 1 | 0.9
15: CN1CCN(CCNC(=O)Nc2ccccc2C(F)(F)F)CC1
  0.93 | 0.8 | 1.1 | -7 | -9 | 1 | -9 | 1.1 | 19 | 0.9
16: Cn1c(N)c(C(=O)COC(=O)/C=C/c2ccc(OC(F)F)cc2)c(=O)n(C)c1=O
  1.2 | 1 | 1 | 1 | -6 | 1 | -3 | 1.1 | 26 | 1

# (cont.)
41	Cc1ccccc1/C=C1\CCCc2ccccc2C1=O
42	CC(C(=O)NCC1CCCO1)N(C(=O)c1snc(C(N)=O)c1N)c1ccccc1 (configuration not stated)
43	Cc1cc(N2CCC(C(=O)NC3CCCCC3)CC2)nc(-c2ccccc2)n1
44	COc1ccc(C(=O)N2CCC(C(=O)NCc3ccccn3)CC2)cc1
45	O=Cc1ccc(OCC(=O)Nc2ccccc2C(F)(F)F)cc1
46	COC(=O)/C(C#N)=C1/C=Cc2ccccc2N1
47	CCc1ccc(NC(=O)c2cnn3c(C(F)F)cc(C)nc23)cc1
48	Cc1cc(C)n2nc(SCC3COc4ccccc4O3)nc2n1 (configuration not stated)

screen / no.,41,42,43,44,45,46,47,48
NF-kB neuron act,5.7*,1.2,1,1.2,1.4,1.7,0.9,1.8
bIAP act,0.9,1,1.1,1,1,1,1,0.9
TNAP act hi DEA,1,1,1,1.1,1,1,1,1
TNAP inh hiacc,2,-4,0,-6,-2,0,2,-2
FLuc inhib CS,61*,-6,4,-4,1,4,-2,-3
PMI act,1.1,0.9,0.9,1,1,0.9,0.9,0.9
TNAP inh noacc,-5,-14,-2,-15,-6,-6,-1,-5
FLuc act counter,0.4,1.1,1,1,1,1,1,1
APP 5'UTR act,116,-9,-7,13,7,24,9,27
PMI act hi M6P,1,0.9,0.9,1,1,0.9,0.9,0.9

# Retrieved by compound from the entries so far:
43	Cc1cc(N2CCC(C(=O)NC3CCCCC3)CC2)nc(-c2ccccc2)n1
44	COc1ccc(C(=O)N2CCC(C(=O)NCc3ccccn3)CC2)cc1
46	COC(=O)/C(C#N)=C1/C=Cc2ccccc2N1
47	CCc1ccc(NC(=O)c2cnn3c(C(F)F)cc(C)nc23)cc1
42	CC(C(=O)NCC1CCCO1)N(C(=O)c1snc(C(N)=O)c1N)c1ccccc1 (configuration not stated)

screen / no.,43,44,46,47,42
NF-kB neuron act,1,1.2,1.7,0.9,1.2
bIAP act,1.1,1,1,1,1
TNAP act hi DEA,1,1.1,1,1,1
TNAP inh hiacc,0,-6,0,2,-4
FLuc inhib CS,4,-4,4,-2,-6
PMI act,0.9,1,0.9,0.9,0.9
TNAP inh noacc,-2,-15,-6,-1,-14
FLuc act counter,1,1,1,1,1.1
APP 5'UTR act,-7,13,24,9,-9
PMI act hi M6P,0.9,1,0.9,0.9,0.9
